ANO1 activ – activates or potentiates the mouse TMEM16A chloride channel. Q8BHY3. HEK293 TMEM16A/YFP-H148Q/I152L, iodide quench fluorescence; active compounds read low. B-score at 10 µM. 0.3% of 340,000 active;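 active = fluorescence-ratio B-score plate-corrected deviation score at least 3 library SD below zero, with starting fluorescence score within 5 deviations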;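 also: channel opened by trigger with iodide after compound preincubation; score built on the fluorescence ratio of max minus min over baseline; more negative score means more quench and so TMEM16A activation or potentiation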
KCNK9 inh – human KCNK9 channel inhibition; HEK293 KCNK9, FluxOR thallium flux fluorescence; active compounds read low; 1.2% of 310,000 active; B-score at 10 µM; AID 488922; Q9NPC2;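 active = ratio B-score over 3 SD below the library mean, with starting fluorescence within 5 SD of its mean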;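 also: negative B-score means less thallium flux so channel inhibition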
ANO1 block – mouse TMEM16A channel inhibition, primary screen | Q8BHY3 | HEK293 TMEM16A/YFP iodide influx fluorescence, ionomycin | normalized B-score (activity score, 25-100; higher = stronger inhibition) at 10 µM | 1.2% of 310,000 active;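 active = ratio plate-corrected score three or more library SD toward inhibition, starting fluorescence score within five deviations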;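 also: score derived from kinetic fluorescence span divided by baseline fluorescence per well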
MrgX1 agonist – human MrgX1 receptor agonism, primary screen | MrgX1-HEK293 cells, Fluo-4 calcium fluorescence, agonist mode; active compounds read high | B-score at 10 µM | 0.44% of 310,000 active;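 active = calcium response B-score plate-corrected fluorescence ratio at least 3 library SD, with starting fluorescence B-score inside 5 SD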
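Assay system: MrgX1-expressing HEK293 cells / Amount: fifteen thousand cells per well / Doses: test compound in the initial addition of three / Timing: cells plated overnight, dye loaded 0.5 h 37 °C, 0.5 h room temperature / Technique: kinetic calcium dye fluorescence, Fluo-4 NW / Control set: positive and negative controls per plate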
MrgX1 allo act – allosterically activates human MrgX1 receptor signaling; Q96LB2; MrgX1-HEK293, Fluo-4 calcium flux, FDSS; active compounds read high; B-score at 10 µM; 0.63% of 310,000 active; AID 588675;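 active = plate-corrected calcium response at least 3 library SD above typical, normal starting fluorescence, not activating the receptor alone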;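 also: compound read alongside a low EC10 to EC30 dose of BAM8-22 agonist; peak minus trough fluorescence over baseline measured at the second addition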
hERG protect – shields human hERG channel from block by proarrhythmic agents; CHO-hERG, FluxOR thallium flux, dofetilide IC70 present; activation (rescue from dofetilide block), less the hit threshold, % at 10 µM; 0.51% of 310,000 active;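 active = activation above the mean of controls blocked by dofetilide plus 5 SD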;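 also: thallium influx through hERG after potassium depolarization seen as dye fluorescence rise; in these data hits start at about 4.7%; inactives centre near -7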
KCNQ1 pot – human KCNQ1 channel potentiation or activation; P51787; CHO-K1 KCNQ1, thallium flux FluxOR fluorescence; active compounds read high; B-score at 10 µM; 0.35% of 310,000 active; AID 2648;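 active = fluorescence ratio B-score, a plate-corrected score, at least three library SD, with initial intensity B-score within 5 SD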
Target sequence (P51787 whole entry, looked up): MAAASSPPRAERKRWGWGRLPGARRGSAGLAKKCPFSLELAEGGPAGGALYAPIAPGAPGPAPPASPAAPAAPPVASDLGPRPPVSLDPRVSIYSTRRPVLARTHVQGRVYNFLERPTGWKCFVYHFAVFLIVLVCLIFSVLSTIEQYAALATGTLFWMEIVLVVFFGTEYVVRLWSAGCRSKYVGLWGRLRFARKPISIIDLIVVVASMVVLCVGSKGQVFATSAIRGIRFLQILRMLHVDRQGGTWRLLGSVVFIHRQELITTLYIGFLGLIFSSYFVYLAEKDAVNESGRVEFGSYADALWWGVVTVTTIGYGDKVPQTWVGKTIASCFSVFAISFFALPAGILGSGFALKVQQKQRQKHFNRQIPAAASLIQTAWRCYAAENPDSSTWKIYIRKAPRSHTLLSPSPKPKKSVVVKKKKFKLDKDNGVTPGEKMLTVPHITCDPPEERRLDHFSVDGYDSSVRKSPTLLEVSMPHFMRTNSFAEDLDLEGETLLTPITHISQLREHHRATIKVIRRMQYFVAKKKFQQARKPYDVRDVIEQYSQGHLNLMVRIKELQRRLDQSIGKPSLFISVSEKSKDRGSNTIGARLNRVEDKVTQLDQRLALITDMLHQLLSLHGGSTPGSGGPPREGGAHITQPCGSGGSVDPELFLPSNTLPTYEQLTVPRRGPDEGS
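Schedule – 37 °C overnight plating, 90-min dark dye load, 20-min compound pretreatment · System – stable KCNQ1 CHO-K1 line · Probe or stimulus – thallium- and potassium-containing depolarizing buffer · Measured by – kinetic FluxOR fluorescence, 10 s baseline plus 110 s post-stimulus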
RGS4 act – potentiators or activators of RGS4 | HEK293 M3R/inducible RGS4, carbachol calcium flux Fluo4; active compounds read low | B-score at 10 µM | 0.92% of 310,000 active | AID 463111;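 active = B-score of the integrated calcium signal more than 4 SD below the library mean, with starting fluorescence not abnormally high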;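 also: negative B-score means reduced calcium response which marks RGS4 activation or potentiation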
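Material: M3R-expressing HEK293 line, RGS4 induced by doxycycline | Schedule: Overnight RGS4 induction, 30 min dye load 37 °C, 20 min compound RT | Measured by: Fluo4 fluorescence kinetic imaging of calcium | Read-out: Integrated calcium ratio converted to B score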
KCNK3 inh – human KCNK3 channel inhibition, primary screen. CHO-KCNK3 thallium flux, FluxOR fluorescence; active compounds read low. B-score at 10 µM. 0.84% of 340,000 active;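 active = B-score under library mean minus 4 SD, starting fluorescence ratio at most library mean plus 5 SD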;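 also: more negative B-score means stronger inhibition of thallium flux through KCNK3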
KCNQ1 inh – inhibitors of human KCNQ1 potassium channel. AID 2642. 1.3% of 310,000 active. CHO-K1 KCNQ1, FluxOR thallium flux fluorescence; active compounds read high. B-score at 10 µM;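 active = compounds whose thallium flux B-score, printed positive for inhibition, exceeds three library SD while starting fluorescence stays within three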;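 also: channel opened by potassium depolarization with thallium stimulus after 20 min compound exposure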
RGS4 block – inhibitors of human RGS4; P49798; HEK293 M3R/RGS4 inducible, Fluo-4 calcium flux; active compounds read high; triggered by carbachol at its EC20; B-score at 10 µM; 0.45% of 310,000 active;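 active = B-score, a plate-corrected calcium signal, over three deviations above library mean, with baseline fluorescence within five deviations of library mean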;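 also: RGS4 expression induced by doxycycline in cells with stable M3 receptor; B-score is computed from the integrated fluorescence ratio over baseline after carbachol; higher B-score means a larger calcium signal and so more RGS4 inhibition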
Target sequence (P49798 whole entry, looked up): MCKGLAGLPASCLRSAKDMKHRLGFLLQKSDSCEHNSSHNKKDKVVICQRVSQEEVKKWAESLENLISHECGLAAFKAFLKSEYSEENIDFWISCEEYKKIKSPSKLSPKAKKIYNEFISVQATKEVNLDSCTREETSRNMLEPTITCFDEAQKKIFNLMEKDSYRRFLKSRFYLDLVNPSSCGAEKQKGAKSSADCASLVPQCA
An asterisk follows results filed as active; i = inactive; nt = not tested or not shown. Hits appear at their usual frequency; any-hit rate near 6.3%.

cpd	Structure	ANO1 activ	KCNK9 inh	ANO1 block	MrgX1 agonist	MrgX1 allo act	hERG protect	KCNQ1 pot	RGS4 act	KCNK3 inh	KCNQ1 inh	RGS4 block
1	COc1ccc(NC(=O)CC2C(=O)NCCN2C(=O)c2ccc(Cl)cc2)cc1 (centres undefined)	i	i	i	i	i	-8	i	i	i	i	i
2	O=C(c1ccc2ncsc2c1)N1CCCCC1	i	i	i	i	i	-6	i	i	i	i	i
3	c1ccc(N2CCN(Cc3ccnc4ccccc34)CC2)cc1	i	i	i	i	i	-9	i	i	i	i	i
4	O=C(CC(=O)Nc1ccc(Cl)c(Cl)c1)N/N=C/c1ccc(O)cc1	i	i	i	i	i	-13	i	i	i	i	i
5	CC1CCCN(C(=O)Cn2nnc(-c3ccccc3F)n2)C1 (centres undefined)	i	i	i	i	i	-9	i	i	i	i	i
6	O=C(NCC1CCCN(Cc2ccc3nonc3c2)C1)c1ccc(F)cc1 (centres undefined)	i	i	i	i	i	-14	i	i	i	i	i
7	CCc1ccc(NC2=CC(=O)CC(C)(C)C2)cc1	i	i	i	i	i	-8	i	i	i	i	i
8	Cc1ccc(SCCC(=O)Nc2ccccc2C(=O)N2CCOCC2)cc1	i	i	i	i	i	-1	i	i	i	i	i
9	O=C(NCc1cccs1)c1cccc(N2CCCC2=O)c1	i	i	i	i	i	-9	i	i	i	i	i
10	CNC(=O)C1CC(=O)N(Cc2ccc3c(c2)OCO3)C(=Nc2ccc(OC)cc2)S1 (centres undefined)	i	i	i	i	i	-9	i	-11*	i	i	i
11	O=C(NCCN1CCOCC1)c1ccc2ccccc2n1	i	i	i	i	i	-10	i	i	i	i	i
12	Cc1[nH]n(-c2ccccc2)c(=O)c1C(C[N+](=O)[O-])c1ccccc1Cl (centres undefined)	i	i	i	46*	i	-11	i	i	i	i	i
13	Cc1ccc(O)c(CNc2ccc(S(=O)(=O)Nc3nccs3)cc2)c1	i	i	i	i	i	-13	i	i	i	i	i
14	O=S(=O)(Nc1cccc2ncccc12)c1cccs1	i	i	i	i	i	-19	i	i	i	i	i
15	OCC[C@@H]1C[C@@H](O)[C@H](O)[C@]2(CCCCO2)O1	i	i	i	i	i	-9	i	i	i	i	i
16	CCc1ccc(/C=C/C(=O)c2cc(Br)ccc(=O)c2O)cc1	i	i	i	i	i	0	38*	i	i	i	i
17	Cc1ncc(CN2CCC(CO)(CCOc3ccccc3)CC2)s1	i	i	i	i	i	-9	i	i	i	i	i
18	c1ccc(Cn2cc(CSc3ccccc3)nn2)cc1	i	i	i	i	i	-9	i	i	i	i	i
19	COc1ccc(CCn2c(C)nc3ccccc3c2=O)cc1OC	i	i	i	i	i	-19	i	i	i	i	i
20	O=C(CSc1ccccc1)N1CCN(S(=O)(=O)c2ccccc2F)CC1	i	i	i	i	i	-7	i	i	i	i	i
21	COc1ccccc1Cn1c(=S)[nH]c2cc(C(=O)N3CCCC3)ccc2c1=O	i	i	i	i	i	-3	i	i	i	i	i
22	CCOC(=O)c1ccc(NC(=O)CN2C(=O)C(=O)N(CC(C)C)C2=O)cc1	i	i	i	i	i	-8	i	i	i	i	i
23	COc1cccc(/C=N/NC(=O)Cn2nc(C)c([N+](=O)[O-])c2C)c1O	i	i	i	i	i	-1	i	i	i	i	i
24	CC1CCCC(NC(=O)Cc2ccc(Br)cc2)C1C (centres undefined)	i	i	i	i	i	-14	i	i	i	i	i
25	CSC1=C(C#N)C(c2ccc(C(C)C)cc2)CC(=O)N1 (centres undefined)	i	i	i	i	i	-5	i	i	i	i	i
26	COCCn1c(SCc2ccccc2)nc2c1c(=O)[nH]c(=O)n2C	i	i	i	i	i	-8	i	i	i	i	i
27	COc1ccc(C(=O)NC2CC2)cc1OC1CCN(Cc2cc(C)c(C)cc2C)CC1	i	i	i	i	i	-13	i	i	i	i	i
28	O=C(Nc1ccc(N2CCCC2)c(Cl)c1)c1ccc(Br)o1	i	i	i	i	i	-6	i	i	i	i	i
29	OCc1c[nH]c(=S)n1CCOc1cccc(C(F)(F)F)c1	i	i	i	i	i	-5	i	i	i	i	i
30	O=C(NCCc1ccco1)C(=O)NCC1OCCCN1S(=O)(=O)c1ccccc1 (centres undefined)	i	i	i	i	i	-8	i	i	i	i	i
31	C=C(C)CSc1nc2ncccc2[nH]1	i	i	i	i	i	-9	i	i	i	i	i
32	O=C(COC(=O)c1nc(Cl)c(Cl)c(Cl)c1Cl)c1ccc[nH]1	i	i	i	i	i	-8	i	i	i	i	i
33	Cc1cccc2c1Sc1ccccc1CC2=O	i	i	i	33*	i	-5	i	i	i	i	i
34	O=C(Nc1cnc2ccccc2c1)c1cccnc1	i	i	i	i	i	-11	i	i	i	i	i
35	Cc1cc(C)nc(Nc2n[nH]c(COc3ccccc3)n2)n1	i	i	i	i	i	-5	i	i	i	i	i
36	C=CCn1c(SCC(=O)Nc2ncc(Cc3cc(C(F)(F)F)ccc3Cl)s2)nnc1-c1ccncc1	i	i	i	i	i	-1	i	i	i	i	i
37	CCOc1ccccc1NC(=O)C(CC)Sc1nc2ccncc2[nH]1 (centres undefined)	i	i	i	i	i	3	i	i	i	i	i
38	COc1ccc(C2Nc3ccccc3C(=O)N2c2ccccc2)cc1CN1CCOCC1 (centres undefined)	i	i	i	i	i	-9	i	i	i	i	i
39	Cc1ccc(C(=O)NCCc2nnc3c(C(F)(F)F)cc(Cl)cn23)o1	i	i	i	i	i	-4	i	i	i	i	i
40	CCc1ccc(C(=O)COC(=O)CNC(=O)c2cccs2)cc1	i	i	i	i	i	-9	i	i	i	i	i
41	CC1=C(C)CC(C(=O)NCCCN2CCCC2=O)C(C(=O)O)C1 (centres undefined)	i	i	i	i	i	-2	i	i	i	i	i
42	Cn1c(CN2CCCC2)nc2cc(NS(=O)(=O)c3ccccc3)ccc21	i	i	i	i	i	-9	i	i	i	i	i
43	O=C(COc1ccc([N+](=O)[O-])cc1)Nc1ccc(S(=O)(=O)N2CCOCC2)cc1	i	i	i	i	i	-6	i	i	i	i	i
44	CCN1CCN(C(=S)NCc2ccc(C)cc2)CC1	i	i	i	i	i	0	i	i	i	i	i
45	O=C(O)CCc1nn2c3ccccc3n(CCO)c2nc1=O	i	i	i	i	i	-6	i	i	i	i	i
46	COc1ccc(CCNC(=O)CSc2ccc(Br)cc2)cc1OC	i	i	i	i	i	-9	i	i	i	i	i
47	CN(C)CCCC(=O)c1ccc2c(c1)OCO2	i	i	i	i	i	-6	i	i	i	i	i
48	C=CCOc1ccccc1/C=c1\sc2nc(-c3oc4ccccc4c3C)nn2c1=O	nt	i	i	i	i	-9	i	i	nt	i	i
49	CCOc1cccc(N(C(=O)CNC(=O)c2ccco2)C(C(=O)NCC2CCCO2)c2ccccc2)c1 (centres undefined)	i	i	i	i	i	-16	i	i	i	i	i
50	Cc1cc(C)c2c(n1)nn1c(C)c(CCC(=O)NCc3ccco3)c(C)nc21	i	i	i	i	i	-6	i	i	i	i	i
51	CC(C)(C)c1ccc(C2=NC(=O)C(CC(=O)O)S2)cc1 (centres undefined)	i	i	i	i	i	2	i	i	i	i	i
52	Cc1ccc(C)c(N2CCN(C(=O)c3ccc(Cn4c(=O)[nH]c5ccccc5c4=O)cc3)CC2)c1	i	i	i	i	i	-12	i	i	i	i	i
53	O=C(NCCN1CCOCC1)c1cccc(Br)c1	i	i	i	i	i	-5	i	i	i	i	i
54	CCCCCC/C(C)=C1/SC(=S)NC1=O	i	i	i	i	i	59*	126*	i	i	i	i
55	CC(=O)Nc1ccc(/C=N/Nc2nc3ccccc3[nH]2)cc1	i	i	i	i	i	-6	i	i	i	i	i
56	O=C(NC1CCCCC1)C(=S)N1CCCC1	i	i	i	i	i	-7	i	i	i	i	i
57	Clc1ccccc1OCCn1nnc2ccccc21	i	i	i	i	i	-4	i	i	i	i	i
58	N#Cc1ccc(/C=C/C(=O)c2ccc3c(c2)OCO3)cc1	i	i	i	i	i	-6	i	i	i	i	i
59	CCCCNC(=O)C1CCCNC1=O (centres undefined)	i	i	i	i	i	-3	i	i	i	i	i
60	CCCCOC(=O)c1ccc(NC(=O)C(=O)NCCN(C)C)cc1	i	i	i	i	i	-12	i	i	i	i	i

The list continues:
cpd	Structure	ANO1 activ	KCNK9 inh	ANO1 block	MrgX1 agonist	MrgX1 allo act	hERG protect	KCNQ1 pot	RGS4 act	KCNK3 inh	KCNQ1 inh	RGS4 block
61	COC(=O)C(O)(CC(=O)Nc1ccc(C)c(F)c1)C(F)(F)F (centres undefined)	i	i	i	i	i	-13	i	i	i	i	i
62	CC(Cc1cccs1)NC(=O)CCCn1nnnc1CN1CCOCC1 (centres undefined)	i	i	i	i	i	-7	i	i	i	i	i
63	Cc1cc(C(=O)Nc2cccc3ccccc23)co1	i	i	i	i	i	-10	i	i	i	i	i
64	O=c1cc(O)c(-c2ccccc2Cl)c(Cl)[nH]1	i	i	i	i	i	-1	i	i	i	i	i
65	O=C(CCCN1C(=O)c2ccccc2C1=O)Nc1nc2ccccc2[nH]1	i	i	i	i	i	-16	i	i	i	i	i
66	Nc1cccc2cnccc12	i	nt	i	i	i	nt	nt	nt	i	nt	nt
67	CN(C)c1c(-c2ccccc2)cc(-c2ccccc2)[nH]c1=O	i	i	nt	nt	nt	-12	i	i	i	i	i
68	Cc1ccc(C)c(N2C(=O)CC(N3CCN(Cc4ccc5c(c4)OCO5)CC3)C2=O)c1 (centres undefined)	i	i	i	i	i	-3	i	i	i	i	i
69	O=[N+]([O-])c1ccc(Sc2ncc3ccccn23)nc1	i	i	i	i	i	-6	i	i	i	i	i
70	CCOc1ccc(-n2c(SCC(=O)c3c(N)n(C)c(=O)n(C)c3=O)nnc2-c2cccnc2)cc1	i	i	i	i	i	-4	i	i	i	i	i
71	CC(C(=O)N/N=C/c1ccc(N(C)C)c(Br)c1)N(c1ccccc1)S(C)(=O)=O (centres undefined)	i	i	i	i	i	-13	i	i	i	i	i

Screening results deposited in PubChem BioAssay by Johns Hopkins Ion Channel Center.
